Assay outcomes from PubChem.
RORg inh: qHTS for inhibitors of ROR gamma transcriptional activity. Nuclear receptor ROR-gamma (Mus musculus), P51450. Drosophila S2 Gal4-RORgamma UAS-luciferase reporter, 20 h. Potency, µM (doses to about 53.6 µM), for the others: at the highest dose activity change, negative = inhibition, actives largely listed as inhibitors. hit rate 5.4% among 310,000. AID 2551, 2010; also: potency is read from the fitted curve at half-maximal effect; % is scaled to controls: 0 for no effect and ±100 for the full control effect; nearly all actives have a fitted effect of over 60% in size
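Compounds are pin-transferred onto Drosophila Schneider cells expressing a copper-inducible Gal4–ROR gamma transactivation domain fusion. After 1 hr, copper sulfate is added to 700 uM final; luciferase is read 20 hr later.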
uPA generation: qHTS for Inhibitors of Cell Surface uPA Generation; cell surface uPA generation assay, qHTS; Potency, µM (doses to about 38.3 µM), without a hit: at the top dose activity change, negative = inhibition, most hits filed as inhibitors; hit rate 0.31% among 330,000; AID 540303, 2011; active = well fitted inhibition curve with a large enough effect; inconclusive = small, poorly fitted or top-dose-only effect; inactive = no such curve, though single readings can be large or run the other way; tested in mouse RAW 264.7 cells; also: potency is read from the fitted curve at half-maximal effect; % is scaled to controls: 0 for no effect and ±100 for the full control effect; nearly all actives have a fitted effect of over 55% in size
Rab9 prom act: qHTS Assay for Rab9 Promoter Activators | Huh7 Rab9 promoter-luciferase reporter, luminescence, 24 h | Potency, µM (series often up to 9.22 µM), inactives show at the top dose activation, negative = inhibition, hits mostly activators | hit rate 2.8% among 320,000; also: potency is read from the fitted curve at half-maximal effect; % of control where 0% means no effect; nearly all actives have a fitted effect of over 60% in size
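Huh7 cells stably carrying a Rab9 promoter-luciferase reporter, 1500 cells per well in OP-MEM I with 10% FBS, treated with compound 24 hours at 37C. Luciferase activity read by luminescence after 10 minutes with Amplite reagent.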
KCNH2 3.1 block: qHTS for Inhibitors of KCHN2 3.1: Mutant qHTS; Potassium voltage-gated channel subfamily H member 2, brain isoform KCNH2 3.1 (human); U2OS KCNH2 3.1, thallium flux FluxOr; hits give low values; activity change, % (tested at about 1.8 µM); hit rate 0.95% among 340,000; AID 720553, 2013;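 active = maximum activity change below -70%; inconclusive = maximum activity change from -70% to -50%; inactive = maximum activity change above -50%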;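 also: thallium influx rate constant from kinetic fluorescence after stimulation buffer; % is scaled to controls: 0 for no effect and ±100 for the full control effect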
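Steps: virus added to U2OS suspension (4 h, RT, dark); medium with 10% FBS added, cells plated, 37 C overnight; FluxOr/Red40 loading buffer 45 min RT; stimulation buffer, 2 min kinetic read; rate constant normalized.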
FBPA coupling cs: qHTS Assay for Inhibitors of Fructose-1,6-bisphosphate Aldolase from Giardia Lamblia: Coupling assay counterscreen. coupling enzyme system counterscreen, AmpLite Red fluorescence. activity change, negative = inhibition, % at 58.2 µM, hits read low. hit rate 0.67% among 290,000. AID 2472, 2010; in the data active = activity change below about -30%; also: % is scaled to controls: 0 for no effect and ±100 for the full control effect
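Counterscreen of the coupled detection system alone, without aldolase: glyceraldehyde-3-phosphate coupling enzymes plus AmpLite Red readout. Compounds at 57.5 uM final, 10 min RT preincubation, 20 min RT reaction, fluorescence 525/598 nm.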
NPC1 promoter act: qHTS Assay for NPC1 Promoter Activators. Huh7 NPC1 promoter luciferase reporter, 24 h. Potency, µM (top dose mostly 9.22 µM), for inactives: top-dose activation, hits mostly activators. hit rate 2.4% among 320,000. AID 485313, 2010;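 also: potency is read from the fitted curve at half-maximal effect; % of control where 0% means no effect; nearly all actives have a fitted effect of over 60% in size; reporter is driven by a mutant NPC1 promoter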
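Cells: Huh7 expressing luciferase under the NPC1 promoter, 1500/well. Seeded 2 h, compound added, incubated 24 h at 37 °C. Luciferase reagent, 10 min ambient, then luminescence.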
Giardia killer: Small Molecules that selectively kill Giardia lamblia: qHTS | Giardia lamblia trophozoite viability | activity change, % at 7.66 µM, hits read low | hit rate 0.15% among 340,000 | AID 540267, 2011; in the data active = activity change below about -80%; inconclusive = between about -30% and that limit;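 also: parasites exposed to compound for two days anaerobically before the ATP read; % is scaled to controls: 0 for no effect and ±100 for the full control effect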
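Luminescent ATP signal served as the viability read-out, measured 15-30 min after adding ATP detection reagent to trophozoites that had been incubated with compounds for 48 hrs at 37 deg C anaerobically at 100 cells/well.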
Gal4-VP16 FLuc: VP16 counterscreen qHTS for inhibitors of ROR gamma transcriptional activity | Drosophila S2 Gal4-VP16 UAS-luciferase, luminescence, 20 h | Potency, µM (top dose mostly 53.6 µM), for the others: at the top dose activity, negative = inhibition, hits mostly inhibitors | hit rate 3.5% among 310,000 | AID 2546, 2010;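 also: Gal4-VP16 expression switched on by copper sulfate through the metallothionein promoter; potency is read from the fitted curve at half-maximal effect; % is scaled to controls: 0 for no effect and ±100 for the full control effect; nearly all actives have a fitted effect of over 50% in size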
ELG1 genotox: qHTS screen for small molecules that induce genotoxicity in human embryonic kidney (HEK293T) cells expressing luciferase-tagged ELG1; HEK293T ELG1-luciferase reporter, luminescence, 16 h; Potency, µM (doses to about 46 µM), inactives show top-dose activity change, positive = activation, actives largely listed as activators; hit rate 1.3% among 330,000; also: potency is read from the fitted curve at half-maximal effect; % of control where 0% means no effect; nearly all actives have a fitted effect of over 60% in size
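ELG1-luciferase HEK293T cells, 2,000/well; compound pinned in; 16 hr, 37 °C, 5% CO2; ONE-Glo, 30 min RT; luminescence on CCD imager.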
Tb PFK inh: qHTS Assay to Find Inhibitors of T. brucei phosphofructokinase. hit rate 0.17% among 330,000. Potency, µM (highest dose often 57.5 µM), inactives show at the highest dose activity, negative = inhibition, usual class: inhibitors. T. brucei PFK, ADP-Glo luminescence. ATP-dependent 6-phosphofructokinase (Trypanosoma brucei brucei), O15648;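 also: potency is read from the fitted curve at half-maximal effect; 0% = uninhibited 1x PFK enzyme wells and -100% = no-enzyme wells; nearly all actives have a fitted effect of over 60% in size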
Target sequence (O15648 whole entry, looked up): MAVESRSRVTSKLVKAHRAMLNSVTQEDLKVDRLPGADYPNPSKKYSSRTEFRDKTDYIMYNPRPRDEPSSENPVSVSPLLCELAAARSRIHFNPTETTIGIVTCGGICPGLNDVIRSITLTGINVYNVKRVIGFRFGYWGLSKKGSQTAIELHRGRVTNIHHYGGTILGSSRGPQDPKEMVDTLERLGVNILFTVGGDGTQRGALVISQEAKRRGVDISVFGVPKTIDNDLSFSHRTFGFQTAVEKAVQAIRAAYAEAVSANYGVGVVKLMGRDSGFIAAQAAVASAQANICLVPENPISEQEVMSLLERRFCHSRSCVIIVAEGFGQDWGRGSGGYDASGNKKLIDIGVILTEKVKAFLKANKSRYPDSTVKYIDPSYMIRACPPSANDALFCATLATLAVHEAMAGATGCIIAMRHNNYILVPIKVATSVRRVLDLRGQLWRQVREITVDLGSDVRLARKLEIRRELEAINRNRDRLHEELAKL
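1.25 nM PFK with 0.5 mM F6P and 0.1 mM ATP in 0.1 M TEA pH 8.0, 5 mM MgCl2, incubated 45 min at room temperature; ADP measured by ADP-Glo luminescence; compounds titrated up to 57 uM.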
FLuc counter: qHTS profiling assay for firefly luciferase inhibitor/activator using purifed enzyme and Km concentrations of substrates (counterscreen for miR-21 project) | Luciferin 4-monooxygenase (Photinus pyralis), P08659 | purified FLuc, Km substrates, luminescence inhibition | Potency, µM (series often up to 57.5 µM), for inactives: top-dose activity change, negative = inhibition, hits mostly inhibitors | hit rate 6.9% among 360,000 | AID 588342, 2011;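 also: potency is read from the fitted curve at half-maximal effect; plate controls were vehicle for no effect and reference inhibitor for full effect; nearly all actives have a fitted effect of over 55% in size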
Target sequence (P08659 whole entry, looked up): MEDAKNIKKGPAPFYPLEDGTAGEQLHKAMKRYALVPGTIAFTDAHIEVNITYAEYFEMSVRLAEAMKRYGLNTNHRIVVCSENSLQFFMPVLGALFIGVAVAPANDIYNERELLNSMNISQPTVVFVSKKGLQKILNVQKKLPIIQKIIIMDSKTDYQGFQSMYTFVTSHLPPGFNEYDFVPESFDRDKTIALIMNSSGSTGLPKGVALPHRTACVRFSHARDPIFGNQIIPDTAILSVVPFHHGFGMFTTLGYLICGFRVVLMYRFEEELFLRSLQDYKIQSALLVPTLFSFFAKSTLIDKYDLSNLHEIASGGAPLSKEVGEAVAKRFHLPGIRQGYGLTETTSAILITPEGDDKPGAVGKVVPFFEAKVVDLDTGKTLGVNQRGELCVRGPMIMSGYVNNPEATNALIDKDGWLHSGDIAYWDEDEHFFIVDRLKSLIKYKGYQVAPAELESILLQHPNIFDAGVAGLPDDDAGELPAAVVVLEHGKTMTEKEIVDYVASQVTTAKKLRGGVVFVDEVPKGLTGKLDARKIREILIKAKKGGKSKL
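Purified P. pyralis luciferase, 10 nM final, with Km-level 10 uM D-luciferin and 10 uM ATP in 50 mM Tris acetate pH 7.5, 10 mM Mg acetate, 0.01% Tween-20, 0.05% BSA; 6-point qHTS titration about 60 µM downward; luminescence read.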
Numbers without * were called inactive; u = inconclusive; x = no result given; [ ] = dose if it differs, or a comment. Unless noted, calls follow the shape of the dose curve; as a rule, active = well fitted curve in the direction sought with a large enough effect; inconclusive = small, poorly fitted or top-dose-only effect, or another doubt; inactive = no such curve, though single readings can be large; an effect the other way counts as inactive or inconclusive.

SMILES	RORg inh	uPA generation	Rab9 prom act	KCNH2 3.1 block	FBPA coupling cs	NPC1 promoter act	Giardia killer	Gal4-VP16 FLuc	ELG1 genotox	Tb PFK inh	FLuc counter
CC(C)(C)[C@H]1C=C(C(=O)NCc2nc3ccccc3[nH]2)O[C@@H](OCCCCO)C1	-24%	10%	1%	-8	0	2%	5	-14%	3%	0%	0%
O=C(c1ccc(F)cc1)N1CCC(C(=O)N2CCN(Cc3ccc4c(c3)OCO4)CC2)CC1	x	7%	-3%	6	x	0%	4	x	0%	-17%	4%
O=C(Nc1cccnc1)c1ccc(-c2ccc(Cl)cc2)o1	39%	2%	u	0	3	u	3	-6%	9%	16%	6µM*
Cc1cccc(Nc2nc(N)c([N+](=O)[O-])c(N3CC(C)CC(C)C3)n2)c1 (stereo unspecified)	-12%	-7%	-12%	8	-5	-6%	8	u	2%	-10%	3%
CCCCN(c1ccccc1)S(=O)(=O)c1cccc2cccnc12	-35%	13%	-5%	-1	-2	-3%	-13	14µM*	-9%	-1%	0%
Cc1ccc(CNS(=O)(=O)c2ccc3c(c2)NC(=O)C(C)S3)cc1 (stereo unspecified)	23%	-5%	-3%	-11	x	2%	-27	-1%	-4%	1%	1%
C/C(=N/NC(=O)c1ccncc1)c1ccccc1	1%[1.91 µM]	6%	21%	6	0	15%	32[activator]	-4%	15%	2%	-13%
O=C(CSc1cccc[n+]1[O-])Nc1ccccc1C(F)(F)F	x	2%	x	35	x	x	16	x	-1%	2%	x
CCOC(=O)c1c(C)nn(-c2ccc(NC(=O)c3c(C)noc3C)cc2)c1C	u	-2%	-7%	4	2	-7%	14	-13%	-6%	2%	-2%
O=C(CN1C2CCCC1CC(NC(=O)c1ccccc1)C2)Nc1ccccc1C(F)(F)F (stereo unspecified)	u	-7%	0%	-6	-1	-6%	-21	2%	-30%	0%	-1%
COc1ccc(C2CC(=O)Oc3cc(C)c(Cl)cc32)cc1 (stereo unspecified)	20%	2%	x	-14	2	x	8	2%	6%	0%	x
O=C(CSc1nnc2c(n1)[nH]c1ccccc12)NC1CCCCC1	1%	0%	-24%	-3	6	-18%	-12	-4%	5%	0%	-1%
Cc1ccc(C(=O)N2CC=C(c3ccccc3)CC2)o1	x	18%	9%	16	x	5%	0	x	u	-1%	2%
O=C(NC(N1CCOCC1)C(Cl)(Cl)Cl)c1ccc(Br)cc1 (stereo unspecified)	3%	x	1%	-10	-1	-3%	25	0%	-2%	-6%	0%
COc1ccc2[nH]cc(CC(=O)O)c2c1	-5%	-10%	0%	4	0	-2%	1	-9%	0%	2%	9%
CCOc1ccc(OCC)c(NC(=O)CCS(=O)(=O)c2ccc(C)cc2)c1	4%	13%	0%	-3	0	-2%	-7	-3%	-1%	-4%	0%
CC(/C=C/C1(O)C(C)CC(O)CC1(C)C)OC1OC(CO)C(O)C(O)C1O (stereo unspecified)	-4%	13%	-3%	-1	-5	2%	-16	4%	0%	1%	5%
CC1CCCN(c2cc3c(cc2[N+](=O)[O-])C(=O)N(c2ccccc2)C3=O)C1 (stereo unspecified)	-5%	3%	4%	-9	3	0%	-2	-6%	3%	u	0%
Cc1ccccc1N(C(=O)c1ccccn1)C(C(=O)NCc1ccccc1)c1cccnc1 (stereo unspecified)	15%	1%	-4%	-8	-3	-2%	-8	11%	-1%	3%	0%
Cc1ccc(CCN2C(=O)CCC2(C)C(=O)NC2CCCC2)cc1 (stereo unspecified)	-9%	10%	-6%	-2	3	-1%	34[activator]	-4%	2%	1%	5%
CCOC(=O)NC(=O)COC(=O)c1cccc2ccccc12	0%	1%	-2%	-18	0	-5%	-7	-3%	1%	-5%	-13%
O=C(CSc1nnc(NC(=O)c2ccco2)s1)Nc1ccccc1Br	-45%	0%	-1%	-11	1	3%	5	-9%	5%	-1%	-13%
CCOC(=O)c1sc(NC(=O)CSc2nnc(Cc3ccccc3)o2)c(C#N)c1C	-44%	-9%	-4%	4	7	-1%	6	-16%	-8%	-4%	-15%
COc1cc(OC)cc(-c2oc(=O)c3cc(OC)c(OC)cc3c2C#CCCO)c1	x	0%	x	6	x	x	1	x	3%	5%	x
COC(c1ccccc1)c1nnc(CCC(=O)NCCc2ccc(Cl)cc2)o1 (stereo unspecified)	12%	-24%	5%	-2	0	1%	-22	2%	2%	1%	-3%
Cc1ccc(S(=O)(=O)N2CCOCC2)cc1C(=O)N1CCN(c2ncccn2)CC1	x	2%	-8%	4	x	0%	12	x	1%	-9%	-2%
COc1cccc(/C=N/NC(=O)C(=O)N2CCCC2)c1O	u	-27%	11%	-14	4	7%	-9	u	u	6%	15µM*
CNc1nc(N)c([N+](=O)[O-])c(NCCO)n1	22%	-1%	1%	2	2	0%	-3	2%	8%	-3%	-3%
Cc1cccc(NC(=O)c2ccc3c(c2)OCCO3)c1	u	-16%	0.63µM*	2	-2	0.89µM*	u	u	u	-22%	0.76µM*
COc1ccc(S(=O)(=O)N2CCN(CC(=O)Nc3ccccc3Cl)CC2)cc1	-2%	-6%	4%	-88*	x	1%	-13	-12%	-2%	1%	1%
CC1CC(C)CN(CCCNC(=O)Cc2c(C(=O)O)[nH]c3ccccc23)C1 (stereo unspecified)	-3%	3%	1%	11	3	-1%	-7	-16%	-4%	-4%	0%
N#CC12COC3(CCCCC3C1(C#N)C#N)OC2=N (stereo unspecified)	27%	-1%	-20%	4	-5	-13%	2	2%	u	2%	4%
COc1cccc(Cl)c1NC(=O)N1CCN(c2ccnc3cc(Cl)ccc23)CC1	41%	17%	-8%	-48	-2	-3%	-9	-12%	-12%	-1%	-1%
CC(=O)Nc1cccc(OCC(=O)Nc2ccccc2)c1	30%	-2%	3.2µM*	-3	-2	3.5µM*	-3	u	10µM*	4%	u
CCS(=O)(=O)N1CCN(c2ccc(C(=O)NC3C4CC5CC(C4)CC3C5)cc2[N+](=O)[O-])CC1 (stereo unspecified)	u	-1%	-5%	-3	-4	-7%	-25	-19%	0%	7%	-1%
O=C(c1ccncc1)N1CCN(S(=O)(=O)c2cccc(Cl)c2)CC1	x	-3%	-3%	9	x	2%	-12	x	-5%	-1%	0%
O=C(COC(=O)CNC(=O)c1ccccc1)Nc1ccc(S(=O)(=O)N2CCCC2)cc1	-3%	2%	0%	9	0	-6%	7	-5%	0%	-4%	0%
O=C(c1cccc(S(=O)(=O)Nc2ccccc2Cl)c1)N1CCN(C(=O)c2ccco2)CC1	30%	0%	0%	-1	4	-6%	-10	8%	1%	0%	-5%
CCCCOC(=O)c1ccc(NC(=O)COC(=O)C2CSC3(C)CCC(=O)N23)cc1 (stereo unspecified)	x	-5%	2%	-3	x	2%	-5	x	u	7%	-12%
COc1cc(C=O)ccc1OCC(=O)Nc1ccc2c(c1)OCO2	0%	5%	10%	-16	x	6%	-26	-1%	-1%	0%	u
Cc1c(Cl)cccc1NC(=O)CCCCCN1C(=O)CCC1=O	12%	9%	-17%	0	1	1%	17	0%	1%	-2%	-8%
Cc1c(/C=C(\C#N)C(=O)NCc2ccccc2)cc(C#N)n1C	34%	0%	0%	-3	0	2%	1	-8%	0%	10%	0%
Cc1nc2ccccc2nc(C)c1=NOCc1ccccc1Cl	-8%	-1%	0%	2	-1	3%	2	-4%	1%	-1%	3%
Cc1ccccc1C(=O)N1CCC(C(=O)NC2CCCCC2)CC1	-5%	1%	-3%	-3	-1	4%	-11	-2%	-3%	-22%	2%
Cc1ccc(-c2nnnn2-c2ccc(C)cc2)cc1	1%	-6%	-8%	2	1	1%	12	5%[10 µM]	5%	-4%	-9%
CCCCc1cc(=O)oc2cc(C)cc(OC(C)C(=O)O)c12 (stereo unspecified)	23%	x	-5%	-17	14	-1%	2	-10%	1%	0%	3%

Outcome played no part in choosing rows; overall some 14% were active at least once.
